CCHFV vOTU inh: CCHFV vOTU protease inhibition. Pep-AMC fluorescence. inhibition, % at 11.5 µM. actives 0.55% (n = 370,000). AID 651958; note: 0% = vehicle wells with enzyme and 100% = no enzyme wells
FBA Mtb inh: inhibits M. tuberculosis FBA enzyme; actives 2.3% (n = 360,000); P9WQA3; purified M. tuberculosis FBA, fluorescence read-out; inhibition, % at 1 µM; AID 588726; in the data active = inhibition above about 27%;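 note: 0% = vehicle and 100% = reference inhibitor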
Target sequence (P9WQA3 whole entry, looked up): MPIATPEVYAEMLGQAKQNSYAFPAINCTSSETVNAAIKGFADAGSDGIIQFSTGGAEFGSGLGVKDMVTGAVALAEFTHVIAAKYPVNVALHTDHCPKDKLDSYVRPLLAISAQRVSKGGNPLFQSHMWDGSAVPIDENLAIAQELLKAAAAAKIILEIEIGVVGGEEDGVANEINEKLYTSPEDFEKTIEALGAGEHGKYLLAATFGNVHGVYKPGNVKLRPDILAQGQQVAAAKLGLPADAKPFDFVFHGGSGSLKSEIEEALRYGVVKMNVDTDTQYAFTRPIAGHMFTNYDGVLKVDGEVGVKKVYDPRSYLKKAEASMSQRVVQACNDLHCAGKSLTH
FadD28 FP inh: blocks FadD28 binding to the bisubstrate probe. fluorescence polarization. inhibition, % at 12.5 µM. actives 0.22% (n = 360,000). AID 588549; in the data active = inhibition above about 8.5%, passing the limit was not always enough; inconclusive = no clear call, values can overlap the other calls
BoNT F protease: blocks Botulinum neurotoxin F light chain protease; Multiplex microsphere protease cleavage assay, flow cytometry; inhibition, % at 10 µM; AID 588497; actives 0.22% (n = 360,000); in the data active = inhibition above about 35%, passing the limit was not always enough; inconclusive = no clear call, values can overlap the other calls; note: plate controls were buffer without enzyme for full effect and enzyme alone for no effect
PrPC surface inh: inhibitors of human cell surface prion protein PrPC; P04156; TR-FRET read-out; inhibition, % at 13.8 µM; actives 0.43% (n = 370,000); AID 720596; in the data active = inhibition above about 24%; note: 0% = median of the test wells and 100% = reference compound wells
GDH-TPI inh: counter-screen for M. tuberculosis FBA inhibitors: GDH-TPI coupled enzymes. AID 588335. inhibition, % at 4.8 µM. GDH-TPI coupled enzyme counterscreen, NADH absorbance. actives 1.2% (n = 360,000);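 note: 0% = DMSO wells and 100% = wells lacking the enzyme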
Mtb UGM inh: blocks M. tuberculosis UGM enzyme. P9WIQ1. purified UGM, fluorescence polarization probe displacement. inhibition, % at 10 µM. actives 0.06% (n = 320,000); in the data active = inhibition above about 10%, passing the limit was not always enough; inconclusive = no clear call, values can overlap the other calls
Target sequence (P9WIQ1 whole entry, looked up): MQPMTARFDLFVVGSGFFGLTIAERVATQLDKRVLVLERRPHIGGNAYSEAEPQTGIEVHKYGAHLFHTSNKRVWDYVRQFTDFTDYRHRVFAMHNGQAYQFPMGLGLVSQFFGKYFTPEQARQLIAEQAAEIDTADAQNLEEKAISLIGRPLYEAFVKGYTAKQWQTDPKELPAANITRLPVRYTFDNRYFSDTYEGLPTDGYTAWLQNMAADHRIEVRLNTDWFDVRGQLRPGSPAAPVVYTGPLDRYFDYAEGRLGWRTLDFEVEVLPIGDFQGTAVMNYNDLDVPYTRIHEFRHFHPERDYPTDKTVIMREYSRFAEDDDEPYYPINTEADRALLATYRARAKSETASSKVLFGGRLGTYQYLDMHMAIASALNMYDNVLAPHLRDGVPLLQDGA
BioA inh: BioA (M. tuberculosis) enzyme inhibition | purified M. tuberculosis BioA enzyme, plate reader | inhibition, % at 9.99 µM | actives 0.096% (n = 360,000) | AID 602481; in the data active = inhibition above about 40%; inconclusive = no clear call, values can overlap the other calls
BoNT-A LC inh2: blocks Botulinum neurotoxin A light chain protease. multiplex microsphere protease substrate cleavage, flow cytometry. inhibition, % at 10 µM. actives 0.17% (n = 360,000); in the data active = inhibition above about 30%; inconclusive = no clear call, values can overlap the other calls; note: plate controls were buffer without enzyme for full effect and enzyme alone for no effect
* = called active by the depositor; ? = inconclusive; · = no result given. Cut-off read from the data, not from the text of the source, unless noted: active = inhibition above about 30%; inactive = the rest.

Fields – CCHFV vOTU inh, FBA Mtb inh, FadD28 FP inh, BoNT F protease, PrPC surface inh, GDH-TPI inh, Mtb UGM inh, BioA inh, BoNT-A LC inh2
CCc1cc(-c2cnnn2Cc2ccccc2)ccc1-c1cn(CC(C)C)nn1
→ 30*, 0, -5.3, 0, 3, 4, ·, 0.9, -0.1
CCCn1cc(S(=O)(=O)c2ccccc2)c(=O)c2cc(OC)c(OC)cc21
→ -2, 2, -1.0, -4, -1, 2, 2.2, 2.3, 1.8
COC(=O)c1scc(S(=O)(=O)C(C)C)c1N/N=C(\C#N)C(=O)c1ccc(Cl)cc1
→ 1, -12, -0.4, -10, 2, 10, -0.1, ·, 0.5
CCN(CC)CC#CC(C)OCOCC#CCOC (configuration not stated)
→ -1, 4, -1.0, 2, 6, 4, 3.1, -0.7, 2.0
C=CCn1c(C(CC)CC)nc2ccccc21
→ -3, 1, -3.9, 36*, 11, 5, 1.2, 2.4, -2.3
COC(Cc1n[nH]c(=S)n1-c1ccccc1)OC
→ 10, -2, -1.7, 5, -5, 18, -0.1, -1.5, 1.8
COc1ccc(/C(O)=C2/C(=O)C(=O)N(CCN(C)C)C2c2cccnc2)cc1OC (configuration not stated)
→ 8, -2, 0.0, 0, 11, 16, -0.7, ·, -0.2
Cc1cccc(OCC(=O)N(Cc2ccco2)C2CCS(=O)(=O)C2)c1 (configuration not stated)
→ -7, 5, 1.1, -1, 6, 15, 2.4, -2.5, 0.0
CC1(C)CC(=O)C2=C(C1)N1CCCCC1CC2=O (configuration not stated)
→ -6, 2, 0.6, -4, 2, 1, -2.6, -0.6, 0.1
CCn1cc(CN2N=C(C)CC2c2ccccc2)c(C)n1 (configuration not stated)
→ -5, 0, -4.3, 2, 5, -10, -2.3, 0.9, -0.4
CC(=O)Nc1ccc(SCC(=O)Nc2oc(C)c3c(C)n[nH]c(=O)c23)cc1
→ -5, 0, 0.0, 19, 0, 0, -1.0, 1.4, 1.2
C(=C\c1ccco1)/c1ccc2ccccc2n1
→ 16, 5, 0.3, -18, 6, 8, 0.1, -0.5, 1.8
CCOC(=O)C1=C(C)NC(SCC(=O)O)=C(C#N)C1c1ccco1 (configuration not stated)
→ 1, 8, 0.7, -3, 1, 20, 1.7, ·, -0.7
CCc1ccc(NC(=O)CSc2nnnn2C)cc1
→ 13, 1, -0.9, 8, 1, 8, 0.3, -0.9, 1.3
Cc1cc(C)n(-c2ncc3c(n2)N(C)CCOC3=O)n1
→ -11, 2, -4.8, -6, -1, 18, 0.5, ·, -0.4
COc1ccccc1NC(=O)CC(NC1CCCCC1)C(=O)O (configuration not stated)
→ -10, 1, -2.4, -5, 4, -3, -3.1, ·, -1.1
COc1ccc(C(CNC(=O)C(=O)NC2CCCCC2)N2CCN(C)CC2)cc1 (configuration not stated)
→ 32*, 2, -0.9, 14, -8, 4, -2.8, -1.1, 1.1
CCCCCC(C)n1[nH]c(=O)cc1N (configuration not stated)
→ -4, 1, -2.8, 0, 1, -2, -0.7, -0.9, 0.4
CCOc1ncccc1C(=O)NNC(=O)CSc1ccc(Cl)cc1
→ 13, -1, 0.5, ·, 3, -3, -2.1, -1.0, ·
CCOC(=O)C(=O)N(C)c1c(CC)nc2c(OCc3cc(Cl)cc(Cl)c3)cccn12
→ 10, 0, -3.7, -1, 6, 13, ·, 0.7, 0.0
CCC(C)(C)n1nnnc1C(C(C)C)N(Cc1cccnc1)Cc1ccco1 (configuration not stated)
→ 1, 2, -1.1, 0, 3, 1, -5.1, 0.0, -0.3
NC(=O)CSc1ccc(Br)cc1
→ -1, -5, -1.4, 2, 8, -1, -0.3, 1.1, 0.6
CCOc1cc2c(cc1OCC)C(c1ccc(OC)c(OC)c1)N(c1ccc(C(=O)O)cc1)C(=O)C2 (configuration not stated)
→ -4, 0, 0.0, 14, -1, 0, 0.0, -1.5, 2.1
COc1cc(CNc2nc3ccccc3n2Cc2ccccc2)ccc1O
→ -14, 1, 0.1, -5, -2, 11, ·, 1.8, 0.3
O=C(CC[C@H]1O[C@@H](n2ccc(=O)[nH]c2=O)[C@H](O)[C@@H]1O)N[C@H](Cc1ccccc1)C(=O)NCc1ccc2c(c1)OCO2
→ 0, 0, 0.5, 4, -3, ·, ·, -2.6, 0.5
CC1=CC(C)C(C(=O)O)C(C(=O)Nc2cccnc2)C1 (configuration not stated)
→ -5, 3, 0.5, -4, 0, 9, 3.7, ·, -0.2
O=[N+]([O-])c1ccccc1Oc1ccc(Cl)c2cccnc12
→ 5, 1, -4.6, -1, -4, 5, -0.7, ·, 0.3
O=S(O)OC1CS(=O)(=O)CC1c1ccccc1 (configuration not stated)
→ 6, 1, -0.6, 1, -3, 7, 0.1, 0.2, -0.8
CC1(C)Cc2nc(Cl)c(C#N)cc2CO1
→ -7, 0, 1.3, 4, 3, -1, -0.3, -1.2, -0.1
CN(C)/N=C/c1cc(Cl)cc([N+](=O)[O-])c1O
→ -11, -8, 0.2, -7, -9, 9, 0.6, 1.6, -1.0
COc1ccc2c(c1OC)C(=O)N1N=C(c3ccccc3)CC21 (configuration not stated)
→ 10, -2, -2.0, -1, -3, 20, -2.3, -0.9, -0.1
Cc1ccc(NC(=O)c2sc3ncnc(N4CCN(c5ccccn5)CC4)c3c2C)c(C)c1
→ 9, -3, -0.3, ·, -4, 22, -2.0, -1.4, ·
COc1ccc(OC)c(/C=N/NC(=O)C(=O)NCc2cccnc2)c1
→ 14, 0, -1.2, -3, 6, 9, 1.0, ·, -1.2
CCOC(=O)c1ccccc1NC(=O)COC
→ 2, 10, 3.1, 3, 6, 5, 0.7, 1.8, 0.1
O=C(CN1C(=O)NC(CCc2ccccc2)C1=O)NC1CC1 (configuration not stated)
→ 3, 0, -0.7, -3, 1, -2, -0.8, ·, 0.7
O=C(Nc1ccc(Br)cc1)N1CCc2ccccc2C1
→ 1, 7, -0.4, 10, -4, -2, -2.4, -0.8, 1.6
CN1CCN(C2CN(Cc3cn(Cc4ccccc4C(F)(F)F)nn3)S(=O)(=O)C2)CC1 (configuration not stated)
→ -7, 2, 1.1, -4, 1, ·, ·, -1.7, 0.7
Cc1cc(N2CCC(C)CC2)c(F)cc1[N+](=O)[O-]
→ -4, 3, 1.9, -2, 5, -6, -3.3, -0.8, -0.7
CC(C)OCCCNC(=O)C(C)Oc1ccccc1 (configuration not stated)
→ ·, -1, -3.1, 15, ·, -12, 2.3, -0.8, 11
N#C/C(=C\c1ccccc1)c1ccccn1
→ 4, 2, -2.1, -1, -5, 8, 2.0, ·, -0.1
CC(C)(Oc1ccc(Cl)cc1)C(=O)OCn1nnc2ccccc2c1=O
→ 3, -3, -4.3, -7, 2, -4, -3.2, 0.3, -0.4
c1ccc(CN2CCN(c3nc4ccccc4c4ccccc34)CC2)cc1
→ -1, 5, -2.7, -1, 3, 2, 3.4, -0.7, -0.4
COc1cccc(-n2c(SCC(=O)NCC3CCCO3)nc3c(c2=O)SCC3)c1 (configuration not stated)
→ -4, 2, -1.8, -10, 4, 10, -1.2, 17, -1.0
O=C(Cn1nc(-c2ccccc2)c2ccccc2c1=O)Nc1cccnc1
→ -3, 0, -0.9, -21, -3, 12, -2.6, ·, 0.5
O=C(NCCc1ccccc1)C1CC1
→ -10, 2, -1.6, 0, 0, 4, 0.8, -0.5, -1.0
CC(=O)c1cccc(-c2ccnc3c2CC(C(=O)NCC2CC2)O3)c1 (configuration not stated)
→ -4, 0, -1.1, -4, 3, 8, ·, -1.4, -1.2
CCOC(=O)CSc1nc(C2CC2)cc(-c2ccc(F)cc2)c1C#N
→ -21, 0, -2.6, 2, 5, -9, 0.1, 0.0, 1.2
CCN(C(=O)c1cccs1)C1CCS(=O)(=O)C1 (configuration not stated)
→ 4, 1, 0.3, 0, -4, -3, ·, -0.8, -1.3
O=C1c2ccccc2CN1c1ccccc1
→ -9, 0, -3.6, -1, 5, 3, 0.2, -0.8, -2.4
O=C(NCCCCCCNC(=O)OCc1ccccc1)OCc1ccccc1
→ 5, 0, -1.2, 2, 0, 13, ·, -2.5, -0.4

Record cards (already shown):
Shown for `CC(C)(Oc1ccc(Cl)cc1)C(=O)OCn1nnc2ccccc2c1=O` → CCHFV vOTU inh = 3; FBA Mtb inh = -3; FadD28 FP inh = -4.3; BoNT F protease = -7; PrPC surface inh = 2; GDH-TPI inh = -4; Mtb UGM inh = -3.2; BioA inh = 0.3; BoNT-A LC inh2 = -0.4
Shown for `CCN(C(=O)c1cccs1)C1CCS(=O)(=O)C1` (configuration not stated) → CCHFV vOTU inh = 4; FBA Mtb inh = 1; FadD28 FP inh = 0.3; BoNT F protease = 0; PrPC surface inh = -4; GDH-TPI inh = -3; Mtb UGM inh = ·; BioA inh = -0.8; BoNT-A LC inh2 = -1.3

Later entries:
Fields – CCHFV vOTU inh, FBA Mtb inh, FadD28 FP inh, BoNT F protease, PrPC surface inh, GDH-TPI inh, Mtb UGM inh, BioA inh, BoNT-A LC inh2
Cn1cc(CN2CCC(n3nccc3NC(=O)c3ccc4c(c3)OCO4)CC2)cn1
→ -1, -1, -3.1, 1, 1, -4, ·, 1.7, 0.0
CCOC(=O)C1(Cc2ccc(O)cc2)NC(c2ccccc2F)C2C(=O)N(C)C(=O)C21 (configuration not stated)
→ -2, 2, 1.3, 8, 4, 0, -3.4, -1.7, 0.5
CCN1CCN(CC(O)COc2ccc(Cl)cc2)CC1 (configuration not stated)
→ 7, -2, -0.7, 6, -9, 0, -0.3, -2.1, 0.3
CC(=O)Nc1ccc(Nc2ccc(S(=O)(=O)C(F)(F)F)cc2[N+](=O)[O-])cc1
→ -1, -3, -1.1, 0, -14, 11, -2.1, -1.5, 0.1
Cn1cc(Cl)c(C(=O)Nc2cnn(Cc3ccc(F)cc3)c2)n1
→ 11, 3, -1.6, 0, 18, 6, 3.5, 1.3, 0.3
COc1ccc(C2=NO[C@@H]3C(=O)N(Cc4ccccc4)C(=O)[C@H]23)c(OC)c1
→ -11, 3, -0.2, 6, 3, 3, -3.2, 6.0, 0.6
CC(=O)OC(C)(C)/C=C/C(=O)C(C)(O)C1[C@H](O)C[C@@]2(C)C3CC=C4C(CC[C@@H](O)C4(C)C)[C@]3(CO)C(=O)C[C@]12C (some centres not stated)
→ 3, 4, 1.4, 12, 30*, 3, 0.4, -0.4, -0.3
COc1ccc(/C=N/NC(=O)c2ccc(N(C)S(=O)(=O)c3ccccc3)cc2)cc1OC
→ -4, -2, -7.8, 0, -7, 22, 5.3, ·, -0.6
COc1ccc(CN(C)Cc2cc(=O)n3ccsc3n2)c(OC)c1OC
→ 3, 4, 0.7, -1, -18, 4, -0.8, 0.6, -0.2
O=C(CCC(=O)N1CCN(c2ccc(C(F)(F)F)cn2)CC1)c1cccs1
→ 7, 5, -1.1, -3, -3, 0, -2.5, -0.9, 0.9
CCOc1ccc(/C=C/C(=O)Nc2cccc(C(C)=O)c2)cc1
→ 5, 2, 0.0, 1, 2, 19, -1.1, ·, -0.5
COC(=O)C1=C(C)N(C)C(C)=C(C(=O)OC)C1c1ccsc1
→ 5, 0, -7.3, 2, 4, 4, 0.6, -2.3, -0.6
O=C(c1cc(Cl)ccc1OCc1ccccc1)N1CCOCC1
→ 5, -2, -3.6, 1, 6, -2, -0.4, -1.7, -0.4
Cc1c(C(=O)NCc2ccoc2)oc2ccc3c(c12)C(=O)CC(C)(C)O3
→ -15, 10, -1.3, ·, -5, 18, 1.5, -3.4, ·
Cc1cc2oc(=O)cc(Cn3ncc(Cl)c(Cl)c3=O)c2cc1Cl
→ ·, 4, -3.8, -3, ·, 3, 1.7, -1.2, 0.4
CCN(CC(=O)NCc1ccc(Cl)cc1)C(=O)C(C)Sc1ccccc1 (configuration not stated)
→ 7, -2, -4.4, 9, 13, -4, 1.9, 2.0, 3.1
COc1ccc(CNC(=O)CN(C(=O)c2snc(C(N)=O)c2N)c2ccc(OC)c(OC)c2)cc1
→ 3, 2, 0.9, 2, -10, 11, 0.3, -6.2, -3.0
CNC(=O)COC(=O)c1cc(-c2ccccc2)nn1-c1ccccc1
→ 10, 4, -3.4, -12, 6, 1, -0.4, 1.5, -1.0
COc1ccccc1C(=O)NCc1nnc(SCC(=O)Nc2nccs2)n1C
→ 14, 0, -0.1, -18, 7, 3, -0.5, -1.0, -0.7
O=C(c1ccc(Cl)cc1)N(Cc1ccco1)C1CCS(=O)(=O)C1 (configuration not stated)
→ 2, 3, -0.5, -5, 0, 4, -0.2, -0.3, -0.6
CC(C)CC(=O)c1c[nH]c(C(=O)NCC2CCCO2)c1 (configuration not stated)
→ 1, 3, -2.9, ?, 2, -9, -2.0, -0.2, -1.9

Compound activity deposited in PubChem by several laboratories.
